# proKLK7 act = proKLK7 (human) activation, primary screen. actives 0.9% (n = 370,000). AID 652039. purified proKLK7, EDANS-DABCYL substrate fluorescence; 100% is mature enzyme control, 0% vehicle. activation, % at 7 µM;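 active = activation above the mean of all tested compounds plus 3 SD, computed per campaign excluding outliers beyond control limits, cut at about 13% in these data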
# NPR2 activator = GC-B (human) receptor activation; P20594; HEK293-GC-B cells, CNP EC30, cGMP TR-FRET; 0% at EC30 CNP, 100% saturating CNP; activation, % at 10 µM; actives 0.11% (n = 370,000);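 active = activation at 10 µM reaching about 35% in either raw or pattern-adjusted values, limit read from the data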
# ADAM10 inh = inhibitors of human ADAM10 | actives 0.62% (n = 370,000) | recombinant ADAM10, EDANS/DABCYL FRET peptide cleavage, 3 h | inhibition, % at 7 µM;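 active = inhibition above a per-campaign cutoff equal to the mean of compounds falling between control-based bounds plus 3 SD, cut at about 20% in these data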;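 note: 0% = DMSO wells while the 100% control is not disclosed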
# ASAP1 inh = inhibitors of human ASAP1 ArfGAP activity; Q9ULH1; ASAP1-stimulated ARF1 GTP hydrolysis, GDP FP detection; inhibition, % at 16.5 µM; actives 0.19% (n = 360,000); in the data active = inhibition above about 25%;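 note: 0% = vehicle with enzyme and substrate and 100% = no enzyme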
# GAA850 FXN act = activators of GAA850 frataxin (FXN) promoter | HEK293 lucGAA850 FXN promoter luciferase reporter, 24 h; percent of 10 µM SAHA response | AID 540364 | actives 0.56% (n = 360,000) | activation, % at 6 µM;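 active = activation above the average of all compounds screened plus 3 SD, cutoff fixed separately per campaign, cut at about 7.5% in these data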;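 note: 0% = DMSO wells and 100% = 10 µM SAHA wells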
# GC-A act = GC-A (human) enzyme activation; HEK293 GC-A cells, cGMP TR-FRET, EC30 ANP; 0% at EC30 ANP, 100% saturating ANP; activation, % at 10 µM; actives 0.14% (n = 370,000); AID 1671463; in the data active = activation above about 40%
# rCAG binder = molecules binding r(CAG) RNA repeats; r(CAG) RNA repeat, TO-PRO-1 dye displacement fluorescence; inhibition, % at 3 µM; actives 1.3% (n = 370,000); AID 651821;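 active = inhibition above the plate cutoff, the mean of all test compounds on that plate plus 3 SD, cut at about 35% in these data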;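 note: 0% = DMSO alone and 100% = 100 µM mitoxantrone as full dye displacement; higher means more dye released from RNA so lower well fluorescence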
# Tn6 DDE FP = DD(E)-Tn6 binding inhibition, primary FP screen | actives 0.21% (n = 370,000) | Fibrin DD(E) TRITC-Tn6 fluorescence polarization displacement | inhibition, % at 8.3 µM | P02675;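 active = inhibition above a per-campaign cutoff: mean of compounds within control limits plus 3 SD, cut at about 15% in these data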;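 note: 0% = median of all compound wells on the plate and 100% = blocking peptide control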
# ARFGAP1 inhibitor = rat ARFGAP1 inhibition; Q62848; Arfgap1-stimulated ARF1 GTP hydrolysis, GDP FP detection; inhibition, % at 16.5 µM; actives 0.26% (n = 360,000); AID 651572;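 active = inhibition above a per-plate limit, mean inhibition of low control wells plus 3 SD, cut at about 25% in these data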;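 note: 0% = DMSO wells with enzyme and 100% = wells lacking Arfgap1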
#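 material = rat Arfgap1 catalytic domain, aa 1-136 | also added = human ARF1(Δ1-17)-GTP substrate | compound dosing = one concentration, 16.5 µM, DMSO 1.26% | times = GTP hydrolysis reaction 2 h at 25 °C | measured by = FP, GDP Alexa 633 tracer displaced from anti-GDP antibody, 620/688 nm | evaluation = percent inhibition of Arfgap1-stimulated GTP hydrolysis | replication = single well per compound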
# HGIII-sPLA2 inh = Blocks human group III sPLA2 activity. QFRET BODIPY PC-A2 liposome hydrolysis, fluorescence. inhibition, % at 12.2 µM. actives 0.56% (n = 370,000);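 active = inhibition above mean plus 3 SD of compounds lying within the high and low control bounds, cut at about 19% in these data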;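 note: 0% = median of test compound wells and 100% = no enzyme DMSO wells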
# * hit, by the source's call; . = not tested or not shown.
SMILES,proKLK7 act,NPR2 activator,ADAM10 inh,ASAP1 inh,GAA850 FXN act,GC-A act,rCAG binder,Tn6 DDE FP,ARFGAP1 inhibitor,HGIII-sPLA2 inh
Cc1c(C(=O)N2CCCCC2)c(S(=O)(=O)N2CCN(c3ccc(Cl)cc3)CC2)c(C)n1C,0.9,-5,2,19,-0.6,-4,-1,-2,11,-3
N#Cc1ccc(CN2C=NS(=O)(=O)c3ccccc32)cc1,-0.1,4,-2,-2,1.2,-3,6,-9,5,4
COc1ccccc1CN(C(=O)c1cnccn1)C(C(=O)NC1CCCCC1)c1cc(OC)c(OC)c(OC)c1 (stereo not given),0.4,-2,1,0,1.6,1,-3,5,10,-3
COc1cc(C(O)c2nc(-c3cccc(F)c3)cs2)ccc1F (stereo not given),-0.4,-1,1,14,2.2,3,3,3,4,-11
COC(=O)[C@]12C[C@H](CC(=O)N3CCOCC3)C(=O)N(CCc3ccc(OC)c(OC)c3)C1=C[C@H](C1CCCC1)O[C@@H]2C,-0.6,7,6,.,.,-3,-2,-1,.,5
O=c1oc2ccccc2c2[nH]ccc12,0.2,1,-5,2,0.5,3,1,4,-1,7
NC(=O)c1ccc(NC(=O)CSc2nnc(C3CCCCC3)n2N)cc1,0.1,3,-19,0,2.5,1,1,10,11,-2
CSCCC(NS(=O)(=O)c1ccc(Cl)c(Cl)c1)C(=O)O (stereo not given),0.0,3,18,4,0.2,3,3,-2,8,-4
CCN(CC(=O)NCc1ccc(Cl)cc1)C(=O)c1cnc(Cl)c(Cl)c1,0.1,-3,4,15,0.5,6,-4,-8,-6,3
Cn1c(=O)c2c(nc(N/N=C/c3ccc(OC(=O)c4ccco4)cc3)n2Cc2ccc(F)cc2)n(C)c1=O,0.3,2,-3,-11,-1.5,-2,0,4,6,-3
CCOC(=O)C(NC(=O)Nc1ccc(C(N)=O)cc1)(c1ccccc1)C(F)(F)F (stereo not given),0.3,1,-9,10,-0.6,2,1,9,-2,1
COc1cc(C2C(C#N)=C(N)Oc3n[nH]c(-c4cccnc4)c32)cc(Br)c1O (stereo not given),-0.1,-15,3,2,-0.6,-11,1,2,4,-2
O=c1oc2ccccc2nc1/C=C(\O)c1ccccc1,-0.1,1,1,1,4.5,10,3,4,-2,7
COC(=O)c1ccc(COC(=O)C2CCN(S(=O)(=O)c3ccc(C)c(C)c3)CC2)o1,0.4,-6,1,-2,2.4,0,-3,-4,7,-5
COc1cc2c(cc1OC)CN(C(=O)CC1CC3CCC1C3)CC2 (stereo not given),0.3,-1,-15,0,4.4,1,-8,3,-8,-2
C=C1C(=O)O[C@H]2[C@H]1[C@H](OC(=O)/C(C)=C\C)C[C@]1(CO1)[C@@H]1[C@H](OC(C)=O)C=C(C)[C@]21O,0.7,-3,-5,-4,12*,0,10,3,7,-6
NC(=O)C1CCN(C(=S)NC2CC3C=CC2C3)CC1 (stereo not given),0.6,8,-4,-13,2.3,1,-4,2,11,3
O=C(CN1CCN(C(=O)c2ccco2)CC1)Nc1c2c(nc3c1CCC3)CCCC2,-0.9,2,-6,3,1.1,1,-6,-1,1,-2
OCCCCC#Cc1c(-c2ccsc2)sc2ccccc12,0.2,-8,0,3,2.0,3,6,-7,10,-11
COc1ccc(C/C(N)=N/OC(=O)c2cccs2)cc1,0.7,-1,6,-2,-0.1,2,0,6,10,4

# Molecules above that have a Cl atom (3):
SMILES,proKLK7 act,NPR2 activator,ADAM10 inh,ASAP1 inh,GAA850 FXN act,GC-A act,rCAG binder,Tn6 DDE FP,ARFGAP1 inhibitor,HGIII-sPLA2 inh
Cc1c(C(=O)N2CCCCC2)c(S(=O)(=O)N2CCN(c3ccc(Cl)cc3)CC2)c(C)n1C,0.9,-5,2,19,-0.6,-4,-1,-2,11,-3
CSCCC(NS(=O)(=O)c1ccc(Cl)c(Cl)c1)C(=O)O (stereo not given),0.0,3,18,4,0.2,3,3,-2,8,-4
CCN(CC(=O)NCc1ccc(Cl)cc1)C(=O)c1cnc(Cl)c(Cl)c1,0.1,-3,4,15,0.5,6,-4,-8,-6,3

# Following part:
SMILES,proKLK7 act,NPR2 activator,ADAM10 inh,ASAP1 inh,GAA850 FXN act,GC-A act,rCAG binder,Tn6 DDE FP,ARFGAP1 inhibitor,HGIII-sPLA2 inh
CCOC(=O)Nc1cc(NC(=O)OCC)ncn1,0.4,3,-25,-2,1.8,-3,3,-1,1,14
CNc1cc(NS(=O)(=O)c2ccc(N)cc2)nc(NC)n1,1.4,0,-4,-8,0.1,3,12,2,-3,2
C[C@H](O)[C@@H]1C(=O)N2CCc3c([nH]c4c(-c5ccc6c(c5)OCO6)cccc34)[C@@H]2C[C@@H]1N(C)C(=O)Nc1ccccc1,1.0,-10,-23,29*,.,-8,4,5,-3,-4
CC(=O)N1N=C(c2ccc(C)cc2)OC1c1ccc(Br)cc1 (stereo not given),-0.9,-3,-2,-6,6.3,1,-3,8,-4,0
Fc1ccc(Cn2ccc3ccc(-c4ccc5ccn(Cc6ccccc6)c5c4)cc32)cc1,-1.8,-1,-82,.,.,1,17,11,.,13
CCN(C(=O)Cn1c(=O)oc2ccccc21)c1cccc(C)c1,0.1,2,16,-12,-1.0,-2,-1,-5,-10,0
CCN(CC(=O)Nc1ccc2c(c1)OCCO2)C(=O)/C=C/c1ccc(OC)cc1OC,-0.1,5,-18,9,1.4,-1,0,-6,-10,-8
Cc1sc2nc(C(C)C)nc(SCC(=O)N3c4ccccc4CC3C)c2c1C (stereo not given),-0.3,6,8,4,1.0,-1,-2,8,7,3
O=C(CNC(=O)c1cc(S(=O)(=O)N2CCCCC2)ccc1N1CCOCC1)Nc1ccc(F)c(F)c1,0.6,5,-12,-16,0.5,2,0,-4,5,1
CCCn1c2ccccc2c2nnc(SCC(=O)Nc3c(C)n(C)n(-c4ccccc4)c3=O)nc21,0.9,-2,6,6,2.7,-2,-3,-9,-4,10
Cc1ccc(NC(=O)c2sc3nc4c(c(-c5ccco5)c3c2N)CCC4)cc1,-91,-3,1,-7,0.9,2,24,-5,4,0
Cc1nc(-c2cccc(NC(=O)c3ccc(Cl)c(S(=O)(=O)N4CCCC4)c3)c2)cs1,-0.6,1,1,8,-1.8,8,10,-6,5,-19
COc1ccccc1/C=[N+](\[O-])C1SC(=S)N(C)C1(C)C (stereo not given),0.5,7,4,-1,-0.4,-1,0,5,5,2
COc1ccc(CCNC(=O)Cn2c(=O)n(Cc3ccco3)c(=O)c3ccc(Cl)cc32)cc1OC,0.6,-5,6,2,-4.9,-7,-2,-6,9,-11
COC(=O)[C@]12C[C@H](CC(=O)N3CCCCC3)C(=O)N(CCc3ccc(OC)c(OC)c3)C1=C[C@H](C(C)C)O[C@@H]2C1CC1,0.2,2,-4,.,.,4,0,4,.,-5
CC1CCCCN1CCCNC(=O)c1nn(C)c2c1CSc1ccccc1-2 (stereo not given),0.1,-2,-6,0,3.0,-2,1,-4,-5,1
c1ccc2oc(C3=NNC(=NC4CC4)SC3)cc2c1,-0.4,-3,-18,3,2.0,3,12,-4,6,-10
Cc1cccc(NC(=O)c2nc[nH]c2C(=O)NC2CCN(C(=O)OC(C)(C)C)CC2)c1,0.7,-4,1,3,-2.3,-5,0,-1,-2,-5
Cc1ccc(CCNC(=O)c2nn(C)c3c2CS(=O)(=O)c2ccccc2-3)cc1,0.0,-3,0,12,1.5,2,-1,-7,13,10
Cn1c(NCCN(CCO)CCCc2ccc([N+](=O)[O-])cc2)cc(=O)n(C)c1=O,0.2,8,-9,8,3.0,3,1,2,4,0
C=C1CCN([C@@H](C)C(=O)NCCCCCC)S(=O)(=O)c2ccccc21,0.0,6,-4,1,0.9,0,-8,1,2,6
CCOc1cc(CNc2ccc(Br)cc2)cc(Br)c1OCC(=O)NC(C)(C)C,0.2,.,-2,-15,0.9,.,1,8,6,7
Cc1ccc(S(=O)(=O)NCCSc2ncccn2)cc1,1.2,3,-5,-5,1.1,1,0,-6,-7,-4
O=C(CNC(=S)N(CCCN1CCOCC1)Cc1cccs1)N1CCCC1,0.6,7,-7,-8,1.4,-3,-6,3,3,3
Cc1nc2ccccn2c(=O)c1NC(=O)c1ccc2c(c1)OCO2,0.6,-2,-10,-14,1.4,3,3,4,2,4
CCOC(=O)CSc1nc2c(c(=O)[nH]c(=O)n2C)n1C/C=C(/C)Cl,-0.3,7,-2,12,1.8,2,0,-8,-8,-1
COc1ccc(OCC(=O)OCC(=O)NC2CC2)cc1,0.1,-8,6,13,-0.7,0,2,2,-1,6
Cc1ccccc1CN1[C@@H](Cc2ccccc2)COCCS1(=O)=O,-0.3,-6,-4,-1,0.4,-3,-4,3,-7,1
Cc1onc(-c2c(Cl)cccc2Cl)c1C(=O)N/N=C(\N)COc1ccc(Cl)cc1,-0.2,-6,0,14,-3.3,-1,-2,4,14,28*
O=C(NCc1ccco1)C1CCCN(S(=O)(=O)c2ccc(Br)cc2)C1 (stereo not given),-0.7,0,-3,2,-0.7,-1,1,-3,3,-4
O=C(Nc1ccnc(-c2ccncc2)n1)c1ccccc1Cl,-0.1,1,1,5,0.1,-1,-3,2,-3,2
O=C(NC1CCCCN(Cc2cccc(C(F)(F)F)c2)C1=O)c1ccc(COc2ccccc2)cc1 (stereo not given),0.6,0,14,.,.,5,1,-3,.,-25
Cc1c(C#N)c2ccccc2n1CC(=O)NCc1ccccc1,-0.2,-8,7,-19,-0.7,-5,2,5,2,-9
CC(C)C(C(=O)Nc1nccs1)c1ccccc1 (stereo not given),0.5,-6,4,4,-0.8,0,0,3,-6,2
CC1(C(=O)NNC(=O)c2cccc([N+](=O)[O-])c2)CC1Br (stereo not given),0.8,-1,-15,-11,0.7,7,3,-2,-5,16
COc1ccc(NC(=O)COC(=O)C2CCN(S(=O)(=O)c3ccccc3)CC2)cc1Cl,0.5,2,4,3,1.6,0,5,8,11,-17
O=C(OCc1csc(-c2ccccc2)n1)C1=NN(c2ccccc2)C(=O)CC1,0.8,-8,0,-4,1.5,2,0,-6,-4,-5
O=C(Nc1ccc(F)cc1)c1ccc(CSc2ccccc2)o1,-0.2,-5,12,-5,2.5,3,2,1,0,-13
CCOCCCNCc1ccc(OC)c(OC)c1,-0.7,0,-1,9,-0.1,6,1,5,1,4
CS(=O)(=O)c1nc(S(=O)(=O)c2ccc(Cl)cc2)c(N2CCC(O)CC2)s1,1.0,2,9,-11,0.9,-2,0,3,13,-5
Cn1cc(C(=O)NCc2ccc(F)cc2)c(=O)c2cc(S(=O)(=O)N3CCCCC3)ccc21,0.0,-5,-10,13,0.6,0,2,-3,1,16
CCn1nc(C)c(Br)c1-c1nc(-c2cccc(C)c2)no1,0.1,-7,-7,0,0.3,-7,0,3,-9,9
CCc1ccc(/C=C(/C#N)C(N)=S)s1,-0.1,4,10,-2,0.1,7,5,8,5,8
CCCCn1c(N)c(N(CCOC)C(=O)C2CC(=O)N(Cc3ccco3)C2)c(=O)[nH]c1=O (stereo not given),-0.5,3,-6,-1,0.6,5,1,-6,-8,11
CCCCCCCC(=O)Nc1cc(C(=O)NCc2ccc(C)cc2)ccc1N1CCC2(CC1)CC(c1ccccc1)=NO2,0.2,3,6,10,0.1,0,0,-2,1,6

# Screening results from PubChem BioAssay.
